CHO-K1 Ca ag: counter-screen for M1 agonists: effect in parental CHO-K1 cells. Fluo-8 calcium fluorescence; scaled to maximal ATP response, vehicle zero. activation, % at 3 µM. actives 0.48% (n = 360,000). AID 602248, 2012; in the data active = activation above about 15%;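 note: untransfected CHO-K1 host cells lacking M1 receptor as counterscreen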
M4 antag: human M4 muscarinic receptor antagonists, primary screen, CHO cells, Fluo-8 calcium fluorescence; Muscarinic acetylcholine receptor M4 (Homo sapiens), P08173; CHO-hM4 cells, ACh EC80; inhibition, % at 3 µM; actives 0.73% (n = 360,000); AID 624125, 2012;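 active = inhibition above its plate's cutoff, the mean inhibition of sample wells plus 3 SD, cut at about 27% in these data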;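 note: 0% = acetylcholine EC80 with DMSO and 100% = DMSO without agonist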
Target sequence (P08173 whole entry, looked up): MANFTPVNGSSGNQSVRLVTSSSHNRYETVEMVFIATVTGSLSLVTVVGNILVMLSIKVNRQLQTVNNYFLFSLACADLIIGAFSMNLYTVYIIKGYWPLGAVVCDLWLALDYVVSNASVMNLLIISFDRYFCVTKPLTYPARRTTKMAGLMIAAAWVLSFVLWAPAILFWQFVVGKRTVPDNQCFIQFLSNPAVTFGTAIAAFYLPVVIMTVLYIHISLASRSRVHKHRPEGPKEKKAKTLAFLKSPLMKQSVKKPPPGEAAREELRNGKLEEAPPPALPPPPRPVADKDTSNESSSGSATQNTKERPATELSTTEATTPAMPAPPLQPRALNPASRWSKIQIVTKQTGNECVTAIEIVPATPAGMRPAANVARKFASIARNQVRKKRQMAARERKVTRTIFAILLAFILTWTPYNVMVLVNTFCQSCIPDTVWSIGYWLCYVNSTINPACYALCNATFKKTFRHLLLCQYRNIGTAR
M1 PAM parental: nonselective calcium activators in parental CHO-K1 cells, primary screen, counter-screen for M1 PAM project, cell-based, Fluo-8 calcium fluorescence, full deck, 1536-well. ATP EC20; 0% at ATP EC20, 100% at ATP max. activation, % at 3 µM. actives 0.02% (n = 360,000). AID 602247, 2012;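 active = activation above the run cutoff, the mean activation of all test compounds plus 3 SD, cut at about 40% in these data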;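 note: peak over basal fluorescence ratio in a 140 s read after ATP addition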
M4 ag: human M4 muscarinic receptor agonists, primary screen, CHO-K1 cells, Fluo-8 calcium fluorescence. Muscarinic acetylcholine receptor M4 (Homo sapiens), P08173. actives 0.14% (n = 360,000). activation, % at 3 µM. AID 624127, 2012. CHO-K1 hM4/Gqi5; vehicle 0%, full acetylcholine response 100%;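 active = activation above the run mean over all test wells plus 3 SD, cut at about 32% in these data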;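 note: peak over basal fluorescence ratio per well then scaled between controls; 0% = DMSO wells and 100% = acetylcholine at EC100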
CHRM5 PAM: human M5 muscarinic receptor positive allosteric modulators, primary screen, CHO-K1 cells, Fluo-8 calcium fluorescence. actives 0.3% (n = 360,000). CHO-K1 hM5, ACh EC20 PAM; 0% = ACh EC20, 100% = ACh EC100. AID 624038, 2012. Muscarinic acetylcholine receptor M5 (Homo sapiens), P08912. activation, % at 3 µM;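 active = activation above the run cutoff, the mean activation of all test compounds plus 3 SD, cut at about 18% in these data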
Target sequence (P08912 whole entry, looked up): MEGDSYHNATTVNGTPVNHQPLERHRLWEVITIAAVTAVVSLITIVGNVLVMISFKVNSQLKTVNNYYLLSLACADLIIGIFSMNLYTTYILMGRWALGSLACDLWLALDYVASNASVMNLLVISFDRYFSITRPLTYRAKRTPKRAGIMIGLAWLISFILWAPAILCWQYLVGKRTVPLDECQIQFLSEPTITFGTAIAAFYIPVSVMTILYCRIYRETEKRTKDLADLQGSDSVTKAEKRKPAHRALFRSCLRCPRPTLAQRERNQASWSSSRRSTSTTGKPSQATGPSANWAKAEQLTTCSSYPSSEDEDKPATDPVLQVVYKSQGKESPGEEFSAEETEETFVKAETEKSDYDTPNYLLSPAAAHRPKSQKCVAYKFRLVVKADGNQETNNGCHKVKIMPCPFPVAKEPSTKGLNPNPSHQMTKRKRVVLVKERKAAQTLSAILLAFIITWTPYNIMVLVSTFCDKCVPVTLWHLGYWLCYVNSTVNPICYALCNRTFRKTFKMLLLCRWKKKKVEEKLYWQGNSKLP
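Assay system – human M5 receptor in CHO-K1 cells · Read-out – % activation, ACh-normalized · Technique – Fluo-8 calcium fluorescence · Dosing – single-point, 3 µM nominal · Incubation – Fluo-8 loading 80 min at 37 °C plus 30 min room temperature · Repeats – singlicate, one well per test compound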
CHRM4 PAM: human M4 muscarinic receptor positive allosteric modulators, primary screen, CHO-K1 cells, Fluo-8 calcium fluorescence; Muscarinic acetylcholine receptor M4 (Homo sapiens), P08173; activation, % at 3 µM; CHO-K1 hM4/Gqi5, ACh EC20; 0% = ACh EC20, 100% = maximal ACh; AID 624126, 2012; actives 0.4% (n = 360,000);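 active = activation above its plate's cutoff, the mean activation of sample wells plus 3 SD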; note: some results filed as inactive read as strong as hits
CHO-K1 Ca antag: counter-screen for M1 antagonists: effect in parental CHO-K1 cells; ATP-induced calcium, Fluo-8 fluorescence; inhibition, % at 3 µM; AID 602250; actives 0.6% (n = 360,000);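 active = inhibition above a per-plate cutoff, the plate's mean sample inhibition plus 3 SD, cut at about 24% in these data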;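 note: 0% = DMSO plus EC80 ATP and 100% = DMSO alone without ATP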
CHRM5 antagonist: human M5 muscarinic receptor antagonists, primary screen, CHO cells, Fluo-8 calcium fluorescence. inhibition, % at 3 µM. Muscarinic acetylcholine receptor M5 (Homo sapiens), P08912. CHO-hM5 cells, ACh EC80. actives 0.59% (n = 360,000);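 active = inhibition above a per-plate cutoff, the mean of that plate's test compounds plus 3 SD, cut at about 27% in these data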;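 note: 0% = acetylcholine EC80 with DMSO and 100% = DMSO without agonist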
M5 ag: human M5 muscarinic receptor agonists, primary screen, CHO-K1 cells, Fluo-8 calcium fluorescence. actives 0.19% (n = 360,000). AID 624037, 2012. activation, % at 3 µM. CHO-K1 hM5 cells; 0% DMSO wells, 100% maximal acetylcholine response. Muscarinic acetylcholine receptor M5 (Homo sapiens), P08912;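 active = activation above the run's mean over test compounds plus 3 SD, cut at about 23% in these data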;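 note: signal is peak over basal fluorescence ratio across the kinetic read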
* marks the source's active call; other numbers are inactive results. Rows were taken by chance; 2.7% or so of the library scored in one or more.

SMILES	CHO-K1 Ca ag	M4 antag	M1 PAM parental	M4 ag	CHRM5 PAM	CHRM4 PAM	CHO-K1 Ca antag	CHRM5 antagonist	M5 ag
COc1ccccc1C(=O)Nc1ccc(OCC(=O)N2CCCCC2)cc1	0.5	6	19	1	1	-3	-7	-3	0
Cc1ccc(C(=O)c2cc3c(cc2N)OCCO3)cc1	-0.5	-9	30	0	3	-4	-7	-3	-1
Cc1cc(Br)c2c(c1)C1(OCCO1)C(=O)N2	-0.2	-8	10	0	-4	4	0	4	-2
Cc1ccc(S(=O)(=O)N2CCOCC2)cc1C(=O)N(C)CCOc1ccc(Cl)cc1	11	-15	-6	12	-14	-12	-7	2	4
Cc1oc(-c2ccccc2)nc1C(=O)OCC(=O)NC(=O)NCC(C)C	-0.2	-1	11	0	-2	6	-14	-4	0
Cc1cc(NC(=O)c2cncc(Br)c2)no1	0.2	14	-5	-1	-5	8	16	1	1
Cc1ccc(NC(=O)CN(C)C(=O)c2ccc(C(F)(F)F)cc2)cc1	-0.8	-8	3	1	0	4	-2	0	-2
CCOc1ccc(OCC)c(NC(=O)CCn2cccc2)c1	0.1	-20	11	0	1	10	-1	-6	0
CSc1ccccc1C(=O)OCC(=O)N1CCCC1=O	-0.7	-3	16	2	1	15	-14	12	1
Nc1ncnc(N(c2ccccc2)C2CCCCC2)c1[N+](=O)[O-]	0.0	5	11	-1	-3	-8	-4	8	-2
O=C(Nc1nc(-c2cc(Cl)sc2Cl)cs1)c1cccs1	0.1	-14	18	0	15	21	-10	-12	4
Cc1ccccc1-c1cc(C(=O)O)n(CC2CC(c3cccnc3)=NO2)n1 (stereo unspecified)	0.3	-14	2	0	-2	15	-2	-4	2
COc1ccc(CN2CC(C(=O)N3CC(C)CC(C)C3)CC2=O)cc1 (stereo unspecified)	1.3	4	3	2	-6	-1	8	8	-5
COc1ccccc1CNC(=O)c1cccc(N(C)C)c1	0.1	-10	26	5	1	14	-9	-9	-4
NC(=O)c1ccc(=O)n(C2OC(CO)C(O)C2O)c1 (stereo unspecified)	1.1	2	16	1	1	14	-19	2	3
Cc1cc2oc(=O)cc(C)c2cc1NC(=O)CCl	-0.1	2	13	0	3	0	-13	6	0
CC(CCc1ccccc1)NC(=O)C1CCCN(c2nnc(-n3cccc3)s2)C1 (stereo unspecified)	0.9	3	-2	7	-9	-6	-4	-1	-3
COc1ccc2c(COC(=O)CC3Sc4ccccc4NC3=O)cc(=O)oc2c1 (stereo unspecified)	3.4	-1	-12	12	-9	-10	17	9	0
COc1ccc(CNC(=O)c2ccc(Cn3cc(Br)cn3)o2)cc1	1.2	2	-22	1	1	2	-4	7	-3
Cc1cc(C)nc(Nc2ccc(Br)cc2C(=O)O)n1	0.1	2	10	0	0	0	-11	2	0
COc1ccc(-c2cc(-c3ccccc3)n[nH]2)c(O)c1	5.0	1	-2	2	-3	-3	13	-6	0
O=C(/C=C/c1ccccc1[N+](=O)[O-])NCc1cccnc1	0.6	6	15	0	-6	-4	-6	14	0
Cn1nnnc1SCC(=O)N1CCN(c2ccccc2)CC1	-0.2	3	6	0	-3	-4	2	-2	1
CCCOc1ccc(C(=O)NC(=S)NNC(=O)c2c(-c3ccccc3)noc2C)cc1	33*	10	-32	32*	-16	-9	12	16	19
CCOc1cc(CNCc2cccs2)cc(Br)c1OCC	1.4	-5	19	3	-3	-3	-10	3	-3
SMILES	CHO-K1 Ca ag	M4 antag	M1 PAM parental	M4 ag	CHRM5 PAM	CHRM4 PAM	CHO-K1 Ca antag	CHRM5 antagonist	M5 ag
COc1ccc(Cc2nnc(SCC(=O)Nc3ncc(C)s3)o2)cc1	0.1	5	-7	0	3	-6	9	-3	2
CCNC(=S)N1CCN(c2cccc(C(F)(F)F)c2)CC1	3.5	3	2	8	-1	-7	-5	-9	0
CNC(=O)C[C@@H]1C(=O)N(c2ccc(OC)cc2)CC1(C)C	1.1	-1	21	1	3	2	-12	1	-1
CCOC(=O)N1CCN(C(=O)CN2C(=O)COc3ccc(C)cc32)CC1	0.3	3	-4	1	13	6	3	-9	3
Cc1ccccc1N1CC(C(=O)Nc2ccc(S(=O)(=O)N3CCCC3)cc2)CC1=O (stereo unspecified)	2.5	-5	10	0	-3	-1	-14	-1	0
CN(CC(=O)N1CC(=O)N(CCc2ccccc2)C(=O)C1)S(=O)(=O)c1cccc2nsnc12	1.8	-6	7	4	-3	0	3	-4	2
CCCCc1nnc(NC(=O)CCSc2ccccc2)s1	0.3	6	27	2	-6	9	-41	1	2
CC(C)(Oc1ccc(Cl)cc1)C(=O)NC1CC1	1.1	-3	1	0	2	1	-19	-4	2
O=C(NCc1ccccn1)c1ccccc1OCc1ccccc1Cl	2.6	-17	16	7	-5	4	-18	-2	0
COc1ccc(Cn2c(C(C)C)nc3sc4ccccc4c(=O)c3c2=O)cc1	-0.2	13	-22	0	6	-5	10	-1	1
COc1ccc(-c2cccc(NS(=O)(=O)c3ccc([N+](=O)[O-])cc3)c2)nn1	2.3	-8	6	6	-6	-1	-1	7	4
COc1ccccc1Nc1nn2c(=O)c3ccc(C(=O)N4CCCCC4)cc3nc2s1	0.1	-21	2	1	-3	2	-16	1	-4
Cc1cc(F)ccc1C(O)c1ncc(-c2ccccc2Cl)[nH]1 (stereo unspecified)	1.5	-4	22	3	-2	1	-6	5	1
Cc1cc(C)n(-c2cc(-c3ccccc3)nc(C)n2)n1	-0.3	-1	-8	0	6	-4	7	-4	-4
COCCN1CN(S(=O)(=O)c2cccc(Cl)c2)c2nc3ccccc3nc21	2.0	5	13	1	9	-2	-8	5	-3
Cc1oc2cc(OC(=O)c3ccco3)ccc2c(=O)c1-c1nc2ccccc2n1C	0.3	-7	24	1	3	0	-8	-6	-3
CC(=O)Nc1ccc(C(=O)NNC(=O)c2ccc(Cl)cc2Cl)cc1	0.4	0	18	1	-3	1	-2	3	6
Cc1ccnc(NC(=O)c2cccc(NC(=O)c3ccc(Cl)c(Cl)c3)c2)c1	0.2	12	7	0	-6	-8	-4	9	0
COc1cccc(CNC(=O)[C@@H]2CCCN2C(=O)[C@H]2CCCCN2C(=O)c2cccc(OC)c2)c1	1.2	-8	18	2	1	9	-19	-9	3
CC1CCN(S(=O)(=O)c2ccc(C(=O)Nc3ccccn3)cc2)CC1	3.2	-6	7	6	-8	-4	-5	11	-3
Cc1cc(C)nc(N/N=C/c2cc(C)n(CC(F)(F)F)c2C)n1	0.2	-3	10	2	-5	-1	-14	-9	-5
CC(=O)n1c(-c2ccccc2)c(-c2ccccc2)n(C)c1=O	0.2	-9	-25	0	-5	-8	16	13	1
COc1cccc(NC(=O)CN(C)C(=O)c2cccc(S(=O)(=O)N3CC4(C)CC3CC(C)(C)C4)c2)c1 (stereo unspecified)	-0.3	-7	5	1	0	10	-17	2	-3
C=CCn1c(Br)nc2c1c(=O)[nH]c(=O)n2C	0.9	4	13	0	3	5	-16	-4	-6
O=C1NC2(CCCCCC2)N=C1c1ccc(F)cc1	0.2	2	3	0	-5	-3	2	3	-3

Single records, from the list above. Order of values: CHO-K1 Ca ag | M4 antag | M1 PAM parental | M4 ag | CHRM5 PAM | CHRM4 PAM | CHO-K1 Ca antag | CHRM5 antagonist | M5 ag
CNC(=O)C[C@@H]1C(=O)N(c2ccc(OC)cc2)CC1(C)C reads 1.1 | -1 | 21 | 1 | 3 | 2 | -12 | 1 | -1
CCCCc1nnc(NC(=O)CCSc2ccccc2)s1 reads 0.3 | 6 | 27 | 2 | -6 | 9 | -41 | 1 | 2
COc1ccc(Cn2c(C(C)C)nc3sc4ccccc4c(=O)c3c2=O)cc1 reads -0.2 | 13 | -22 | 0 | 6 | -5 | 10 | -1 | 1

Next section
SMILES	CHO-K1 Ca ag	M4 antag	M1 PAM parental	M4 ag	CHRM5 PAM	CHRM4 PAM	CHO-K1 Ca antag	CHRM5 antagonist	M5 ag
COC(=O)C1CCN(c2ccc(Cl)nn2)CC1	0.9	-12	13	1	-4	5	-8	-6	0
C[C@H](CO)N1C[C@H](C)[C@H](CN(C)Cc2ccccc2)Oc2ccc(NC(=O)Nc3ccc(F)cc3)cc2C1=O	-0.4	9	12	-1	0	11	-6	11	0
COc1cc2cc(CCOC(=O)c3ccco3)oc(=O)c2cc1OC	-0.4	-14	11	3	3	6	-9	17	2
O=C(c1cccc(C(F)(F)F)c1)N1CCCCCC1	0.4	-7	12	0	-5	-1	-7	-4	-2
CC1(c2nnnn2-c2ccc3c(c2)OCCO3)CCC(=O)N1Cc1cccc(C(F)(F)F)c1 (stereo unspecified)	3.6	5	17	1	1	-2	-20	-4	2
CCCS(=O)(=O)NC(=O)C1(C)CCN(C(=O)Cc2ccc(OC)cc2)C1 (stereo unspecified)	0.9	3	9	1	-1	3	-1	-4	1
O=C(OCc1cc2ccccc2[nH]c1=O)c1ccncc1	0.8	7	17	0	-1	2	-7	1	0
CCOC(=O)c1ccc(NC(=S)NN2CCN(C)CC2)cc1	1.8	0	20	3	-2	5	-6	3	-5
COCC(=O)N1CCC(Oc2ccc(C(=O)NC(C)c3nc(C)sc3C)cc2)CC1 (stereo unspecified)	0.5	5	19	1	-2	4	-13	10	-6
O=C1c2cccnc2C(=O)N1C1CCCCC1	0.7	-3	23	0	1	7	-6	3	-3
CC(OC(=O)c1ccco1)C(=O)Nc1ccc(Cl)cn1 (stereo unspecified)	0.4	-3	-11	1	5	5	-10	4	0
O=C(CCC1CCCN(C(=O)Cn2cnnn2)C1)NCc1ccc(F)c(F)c1 (stereo unspecified)	0.8	-20	8	2	3	17	-6	0	-8
CCOc1ccc(C(=O)Nc2ccc(Cc3ccncc3)cc2)cc1Br	3.7	4	20	5	-3	2	-8	1	-6
COc1cc2c(cc1OC)C(c1ccccc1)N(C(=O)C(C)(C)C)CC2 (stereo unspecified)	0.2	-6	-10	0	2	3	22	4	-3
O=C(NC1CCCCC1)C1CCCN(S(=O)(=O)c2cnc[nH]2)C1 (stereo unspecified)	0.4	0	0	1	-3	0	-2	1	2
CCN(CC(=O)Nc1ccc(Cl)c(C(F)(F)F)c1)CC(=O)NC1CCS(=O)(=O)C1 (stereo unspecified)	7.2	5	7	4	-1	0	10	6	-1
CN1CCN(S(=O)(=O)c2cc(C(F)(F)F)ccc2Cl)CC1	0.3	7	18	1	9	-6	-7	0	-1
CCOc1ccc(C2C(C#N)=C(N)Oc3nc[nH]c(=O)c32)cc1OC (stereo unspecified)	0.1	7	0	0	0	-6	-1	-2	0
O=C1CCCc2c1cc(C(=O)NC1CCSC1=O)c(=O)n2-c1ccccc1 (stereo unspecified)	0.6	2	19	0	0	6	-9	3	2
Cc1ccc(-c2cc(C(=O)n3cnc4ccccc43)c3ccccc3n2)cc1C	3.0	-19	17	7	-1	-2	-4	6	-1
COc1ccc(OC)c(N(CC(=O)N2CCc3ccccc3C2)S(C)(=O)=O)c1	0.1	-6	4	0	-7	2	-22	4	1
